# SMN2 splice up – enhancers of SMN2 splice variant expression. HEK293 SMN2-luciferase splicing reporter, luminescence, 30-36 h. Potency, µM (series often up to 46.1 µM), for inactives: at the highest dose activity change, positive = activation, hits mostly activators. 2.8% of 210,000 active. AID 1458; note: % of control where 0% means no effect; nearly all actives have a fitted effect of over 55% in size
#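 HEK293 cells carry an SMN2 minigene-luciferase reporter in which exon 7 inclusion puts luciferase in frame. Cells were seeded at 2000 cells/well, attached for 10-12 hours, then exposed to compounds for 30-36 hours at 37C before ONE-Glo luminescence.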
# L3MBTL1 block – blocks human L3MBTL1; AlphaScreen L3MBTL1–H3K9me1 peptide binding; Potency, µM (top dose mostly 57.1 µM), inactives show at the top dose activity, negative = inhibition, most hits filed as inhibitors; 0.66% of 230,000 active; AID 485360; note: % is set by controls: 0 for no effect and ±100 for the full control effect; nearly all actives have a fitted effect of over 60% in size
#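 AlphaScreen assay: L3MBTL1 (50 nM final) was preincubated 30 min at room temperature with biotinylated H3(1-15)K9me1 peptide (75 nM final), then 30 min with library compounds; streptavidin donor and nickel chelate acceptor beads (10 ug/mL final) added, 30 min dark.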
# Lamin A splicing – modulators of lamin A splicing; HeLa LMNA splicing GFP/RFP minigene ratio, 48 h; Potency, µM (top dose mostly 46.1 µM), for the others: at the top dose ratio change, negative = inhibition, actives largely listed as inhibitors; 0.01% of 200,000 active; AID 1487; active = well fitted inhibition curve with a large enough effect in the signal ratio, with a control signal flat, not every such curve was filed as active; inconclusive = small, poorly fitted or top-dose-only effect, or effect the other way, or a change in a side signal; the % refers to the signal ratio; note: % is set by controls: 0 for no effect and ±100 for the full control effect
#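 Read-out is the ratio of GFP to DsRed2 object intensity, acquired by 488 nm laser-scanning cytometry on HeLa lamin A-EGFP minigene reporter cells. Compound incubation 48 hrs at 37 °C in Opti-MEM with 2% FBS; DMSO 0.5% final.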
# Tau ThT inhib – tau fibrillization inhibition (ThT binding). P10636. recombinant tau K18 P301L (four-repeat tau fragment), heparin-induced fibrillization, ThT fluorescence. Potency, µM (top dose mostly 57.4 µM), without a hit: at the top dose activity, negative = inhibition, hits mostly inhibitors. 2.1% of 270,000 active. AID 1460; note: % is set by controls: 0 for no effect and ±100 for the full control effect; nearly all actives have a fitted effect of over 55% in size
#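 Recombinant human tau K18 fragment […] carrying P301L, 15 uM unlabeled plus 0.24 uM Alexa 594-labeled, was fibrillized with 20 uM heparin in 100 mM sodium acetate pH 7 for 6 hr at 37 C; 30 uM ThT fluorescence read after 1 hr.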
# RECQ1 helicase – RECQ1 (human) helicase inhibition; AID 2549; P46063; Potency, µM (top dose mostly 57.3 µM), without a hit: at the highest dose activity, negative = inhibition, actives largely listed as inhibitors; 0.54% of 240,000 active; RECQ1 DNA unwinding, red fluorescence kinetic read;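 note: plate controls were vehicle for no effect and no enzyme for full effect; nearly all actives have a fitted effect of over 30% in size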
# Target sequence (P46063 whole entry, looked up): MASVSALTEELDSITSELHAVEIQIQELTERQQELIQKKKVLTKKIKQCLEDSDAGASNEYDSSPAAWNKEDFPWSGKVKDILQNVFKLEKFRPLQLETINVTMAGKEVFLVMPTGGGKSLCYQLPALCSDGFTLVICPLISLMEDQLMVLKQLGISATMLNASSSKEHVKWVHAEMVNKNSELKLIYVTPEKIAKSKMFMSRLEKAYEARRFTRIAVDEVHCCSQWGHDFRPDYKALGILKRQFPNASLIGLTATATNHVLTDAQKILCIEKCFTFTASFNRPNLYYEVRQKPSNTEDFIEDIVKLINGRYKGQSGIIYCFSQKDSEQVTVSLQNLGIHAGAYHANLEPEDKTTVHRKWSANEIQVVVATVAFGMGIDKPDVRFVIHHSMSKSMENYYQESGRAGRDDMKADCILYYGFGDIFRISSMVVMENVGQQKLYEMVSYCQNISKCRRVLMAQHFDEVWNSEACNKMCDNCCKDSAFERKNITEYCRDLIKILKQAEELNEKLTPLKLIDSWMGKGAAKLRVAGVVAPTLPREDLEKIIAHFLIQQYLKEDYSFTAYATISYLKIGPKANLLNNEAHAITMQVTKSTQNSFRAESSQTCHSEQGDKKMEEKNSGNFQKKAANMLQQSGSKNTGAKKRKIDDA
#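 RECQ1T1 50 nM; forked duplex (20 bp + 30-nt ss tails) 200 nM, ATP 2 mM final; pH 8.0, 2 mM MgCl2, 2.5 ug/ml poly(dI-dC); 15 min compound preincubation; discontinuous kinetic read over 2 h at RT.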
# KDM4E inh – blocks human JMJD2E demethylase activity; B2RXH2; JMJD2E catalytic domain, FDH-coupled NADH fluorescence (FDH is formaldehyde dehydrogenase); Potency, µM (titrated, usually from 57.1 µM), without a hit: at the top dose activity change, negative = inhibition, actives largely listed as inhibitors; 1.6% of 230,000 active; AID 2147; active = well fitted inhibition curve with a large enough effect, not every such curve was filed as active; inconclusive = small, poorly fitted or top-dose-only effect, or another doubt; inactive = no such curve, though single readings can be large or run the other way;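 note: 0% = wells with enzyme and -100% = buffer wells without enzyme; nearly all actives have a fitted effect of over 50% in size; many of its hits are not listed in these tables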
# Target sequence (B2RXH2 1-337 limits assumed): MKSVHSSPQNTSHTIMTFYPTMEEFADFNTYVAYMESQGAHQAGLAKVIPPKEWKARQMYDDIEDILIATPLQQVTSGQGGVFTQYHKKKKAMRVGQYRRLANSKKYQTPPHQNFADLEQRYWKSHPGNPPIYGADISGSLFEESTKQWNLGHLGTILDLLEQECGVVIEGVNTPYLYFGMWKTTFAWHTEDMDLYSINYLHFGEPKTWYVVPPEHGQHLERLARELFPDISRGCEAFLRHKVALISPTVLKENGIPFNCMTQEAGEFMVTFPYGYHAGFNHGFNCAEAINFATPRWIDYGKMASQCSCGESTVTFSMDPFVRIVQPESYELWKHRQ
# ALDH1A1 block – ALDH1A1 (human) enzyme inhibition; P00352; Purified ALDH1A1, NADH fluorescence, propionaldehyde substrate; Potency, µM (titrated, usually from 75.3 µM), without a hit: at the top dose activity, negative = inhibition, most hits filed as inhibitors; 7.3% of 220,000 active; AID 1030; active = well fitted inhibition curve with a large enough effect, not every such curve was filed as active; inconclusive = small, poorly fitted or top-dose-only effect, or another doubt; inactive = no such curve, though single readings can be large or run the other way;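 note: plate controls were no enzyme wells and a reference inhibitor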
# Luc counter – counter-screen: inhibitors of Kinase-Glo firefly luciferase | Q27757 | Kinase-Glo luciferase, ATP luminescence, 8 min | Potency, µM (doses to about 38.3 µM), for inactives: at the highest dose activity change, negative = inhibition, most hits filed as inhibitors | 0.28% of 200,000 active; note: % is set by controls: 0 for no effect and ±100 for the full control effect; nearly all actives have a fitted effect of over 60% in size
#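 Compound is pinned into ATP-containing buffer (10 uM ATP, imidazole pH 7.2, 7 mM MgCl2). Kinase-Glo luciferase reagent is then added. Light output is recorded following an 8-min room-temperature incubation.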
# Numbers without * were called inactive; i = inactive; ? = inconclusive; nt = no result given; & = joins results of further samples; [ ] = remark or other dose. Unless noted, calls come from the whole dose curve; as a rule, active = well fitted curve in the direction sought with a large enough effect; inconclusive = small, poorly fitted or top-dose-only effect, or another doubt; inactive = no such curve, though single readings can be large; an effect the other way counts as inactive or inconclusive. Potency is the fitted concentration of half-maximal effect. An excerpt (hit frequency here may not be typical).
smiles	SMN2 splice up	L3MBTL1 block	Lamin A splicing	Tau ThT inhib	RECQ1 helicase	KDM4E inh	ALDH1A1 block	Luc counter
CCOc1cc(/C=N/NC(N)=O)cc(Br)c1OCc1ccccc1F	-13.4%	-7.9%	-0.6%	-9.6%	-3.4%	-1.9%	8.8%	-1.7%
COc1ccc(-n2c(Cc3cccn3C)nnc2SCC(=O)NC2CCCCC2)cc1	-15.0%	-8.3%	-4.9%	-15.8%	8.4%	-3.1%	-12.9%	2.8%
Cc1ccccc1NC(=O)Cn1c(=O)n(Cc2ccccc2)c(=O)c2c(C)c(C)sc21	6.4%&0.2%	12.2%	-13.6%	?	-4.5%	1.8%	13.4%	4.5%
Cn1c(=O)c(C(=O)CN2CC(=O)Nc3ccccc32)c(N)n(Cc2ccccc2)c1=O	7.0%	-6.1%	-16.3%[46 µM]	-2.9%	i	?	?	0.5%
COC(=O)CC1C(=O)NCCN1C(=O)CSc1nnc(Nc2ccc(C)cc2)s1 (stereo not given)	4.9%	nt	4.7%	-7.5%	i	9.6%	-3.9%	-3.7%
CCN(C(=O)CN1CCN(c2ccc(OC)cc2)CC1)c1c(N)n(Cc2ccccc2)c(=O)[nH]c1=O	?	nt	-6.7%	-11.3%	-4.4%	-9.7%	5.0%	0.1%
CC1=C(C(=O)OCc2ccccc2)C(c2ccc3ccccc3c2)NC(=O)N1CCCCCC(=O)O (stereo not given)	-26.8%&-16.2%	-1.9%	7.1%	?	-8.5%	-0.2%&-15.6%	-8.1%&-2.2%	-0.9%&-5.6%
Brc1ccc(OCCOc2cccc3cccnc23)cc1	11.9%	9.3%	?	-5.0%	i	?	0.9%	-0.3%
CSc1ccc(/C=C/C(=O)Nc2ccccc2)cc1	3.16µM*	nt	nt	3.4%	i	?	1.9%	12.6µM*
COc1cc2c(C(=O)O)c(C)n(-c3ccccc3)c2c2ccccc12	nt	?	nt	?	3.5%	?	nt	nt
O=C1CN(C(=S)Nc2ccccc2Cl)CCN1	4.4%	7.3%	-16.5%[46 µM]	-10.6%	i	10.2%	-4.0%	0.9%
CCCCOc1ccc(/C=C2/Sc3ccccc3C2=O)cc1	15.8µM*	6.7%	-6.7%	3.55µM*	-15.4%	1.4%	3.1%	-16.5%
Cc1ccc(-c2ccc(CO)o2)cc1N	-47.1%[inhibitor]	nt	nt	-8.5%	-6.1%	?	?	-3.5%
CN1/C(=C\C(=O)CSc2nncn2C)C(C)(C)c2ccccc21	0.8%	-4.3%	-8.0%	-0.7%	-1.3%	0.9%	?	4.2%
CCN1C(=O)/C(=C2\C=Cc3ccccc3N2CC)SC1=S	-23.9%	?	4.3%	6.31µM*	-1.4%	4.9%	2.4%	-14.2%
CNc1ccccc1-c1nc2ccccc2n(C)c1=O	25.6%	nt	-4.8%	?	-9.3%	-0.3%	4.3%	-2.4%
Cc1nn(C)c(C(=O)Nc2ccn(Cc3ccccc3F)n2)c1[N+](=O)[O-]	-13.9%	-0.9%	1.9%	-7.1%	-9.1%	3.1%	0.7%	-3.7%
Cc1cccc(C)c1OCC(O)CN1CCC(CN2C(=O)c3cccc4cccc(c34)C2=O)CC1 (stereo not given)	nt	nt	0.1%	?	-7.2%	?	?	-5.6%
O=S(=O)(NCC(c1ccco1)N1CCOCC1)c1ccc(Cl)cc1 (stereo not given)	12.9%	10.0%	6.6%[46 µM]	-7.3%&8.1%	-6.8%	7.2%	-2.1%	1.5%
Cc1cc(C)cc(OC(C)c2ccnc3nc(/N=C/N(C)C)nn23)c1 (stereo not given)	-8.4%	5.8%	-0.3%	-6.5%	-2.3%	?	?	1.7%
C#CC(C)(CC)NC(=O)Cn1nnc(-c2ccc(S(C)(=O)=O)cc2)n1 (stereo not given)	-28.5%	-8.3%	?	-10.8%	i	1.3%	14.0%	-2.3%
CCOc1cc(N2CCOCC2)c(OCC)cc1NC(=O)COC(=O)[C@@H]1CCCN1S(=O)(=O)c1ccccc1F	-11.0%	-14.2%	?	-1.6%	-3.3%	-25.5%	?	0.8%
C/C(=N\NC(=S)NCCc1ccccc1)c1ccc(Cl)cc1	7.0%	-16.4%	-11.7%	10.6%	-4.0%	1.4%	?	-2.3%
Cc1noc(C)c1C(=O)N(CC(=O)NC1CCCC1)Cc1ccccc1F	6.5%	-5.6%	-8.7%	-9.7%	-10.8%	5.9%	5.3%	3.4%
COc1c(F)c(F)c(C(=O)Nc2ccc(N3CCN(Cc4ccccc4)CC3)cc2)c(F)c1F	-25.3%	nt	?	-19.8%	-3.3%	7.3%	-6.7%	-3.4%
N#Cc1ccsc1NC(=O)CSc1ncn[nH]1	-6.5%	-17.8%[11.4 µM]	2.7%	2.6%	i	-4.1%	-7.8%	0.5%
COc1ccc(NC(=O)CCNS(=O)(=O)c2cccc3nsnc23)cc1OC	-0.2%&3.9%	8.5%	-6.3%	-1.7%&-1.6%	9.6%	2.4%	1.2%	0.1%
CCOc1ccc(NC2OCC(O)C(O)C2O)c([N+](=O)[O-])c1 (stereo not given)	-2.1%	-0.3%	18.3%[46 µM]	?	i	-2.9%	-0.3%	0.1%
CC(=O)C(C)Oc1cc(C)cc2oc(=O)c(C)c(C)c12 (stereo not given)	1.3%	5.8%	2.4%	-6.5%	i	?	?	0.2%
O=C(Nc1cccc(S(=O)(=O)N2CCCCC2)c1)c1ccccc1NS(=O)(=O)c1ccc(F)cc1	-104.0%[inhibitor]	-8.4%	?	0.9%	-3.2%	-4.7%	?	4.9%
O=C(NCc1cccs1)C1CCN(S(=O)(=O)c2cccs2)CC1	4.1%	-4.4%	-14.8%	-3.7%	i	-9.2%	-11.1%	0.1%
COCCNC(=S)N1CCN(c2cccc(C(F)(F)F)c2)CC1	-28.6%	6.4%	?	-3.9%	0.4%	11.1%	1.6%	0.9%
CCCC(=O)NC(=S)Nc1ccc(S(=O)(=O)Nc2ccc(OCC)cc2)cc1	-14.3%	-1.9%	-3.7%	2.0%	-9.1%	0.4%	?	0.6%
CC(NC(=O)c1ccccc1)C(=O)N/N=C/c1ccccc1 (stereo not given)	-34.5%[inhibitor]	nt	0.3%[46 µM]	3.3%	1.9%	2.1%	-12.3%	-1.5%
COc1ccccc1N1CCN(C(=O)C(F)F)CC1	9.8%	2.5%	-3.5%	-4.6%	-1.9%	-2.8%	6.0%	-7.3%
O=c1c(CCc2ccccc2)nc2cnc(Nc3ccccc3)nc2n1Cc1cccs1	3.3%	nt	nt	nt	0.9%	nt	-3.8%	-0.4%
O=C(Nc1cccc(C2OCCCO2)c1)c1cccs1	3.9%	-0.3%	?	3.7%	-14.3%	5.0%	-4.7%	-2.5%
CN1c2ccsc2/C(=N/Nc2ccccc2)CS1(=O)=O	22.6%	?	-18.7%[46 µM]	?	2.8%	?	12.6µM*	-1.6%
O=C(CC1CCS(=O)(=O)C1)Nc1ccc[nH]c1=O (stereo not given)	25.8%	-7.9%	-7.8%	-2.3%	4.1%	-0.9%	25.1µM*	-7.9%
COc1ccc(S(=O)(=O)N2CCCOC2CNC(=O)C(=O)NCCCn2ccnc2)cc1OC (stereo not given)	7.1%	-8.1%	9.0%[46 µM]	1.6%	i	17.4%	-3.1%	0.1%
O=C(c1noc2c1CCCC2)N1CCOCC1	-2.3%	-4.8%	?	2.0%	11.3%	-0.3%	-1.2%	1.0%
O=c1oc2ccccc2cc1O	-5.3%	nt	nt	-3.4%	-5.1%	0.1%	0.6%	-6.1%
O=C(CN1CCCCCC1)Nc1ccccc1Oc1ccccc1	-36.8%[inhibitor]	nt	2.1%[46 µM]	-8.5%	i	-4.2%	0.4%	-2.6%
CC(C)c1ccc(C(CC(=O)O)NC(=O)c2cccs2)cc1 (stereo not given)	9.8%	8.7%	?	2.2%	i	1.8%	4.3%	-1.6%
CCc1ccccc1NC(=O)COc1ccc2oc(-c3ccc(OC)cc3)cc(=O)c2c1	nt	-4.3%	-7.7%	?	-10.1%	1.9%	?	nt
COC(=O)c1ccccc1-c1ccc(/C=C2\C(=O)N(c3ccccc3)N=C2c2ccccc2)o1	-3.1%	-4.0%	6.5%	?	-5.4%	3.4%	9.5%	-3.6%
CCOC(=O)CN1C(=O)N[C@H](c2ccc(Br)cc2)C(C(C)=O)=C1C	-50.3%	-12.8%	2.6%	?	-5.2%	8.3%	14.1µM*	-0.4%
CCC(SC1=N/C(=C/c2ccccc2)C(=O)N1c1ccccc1)C(=O)Nc1cc(C)on1 (stereo not given)	-4.9%	4.9%	?	-2.4%	-8.7%	?	17.8µM*	0.9%
OC1(C2(O)CC(c3ccccc3)ON2)CCCCC1 (stereo not given)	14.8%	-0.6%	-5.3%	-10.5%	-3.5%	8.8%	-7.1%	1.4%
O=C(N/N=C/c1ccncc1)c1ccccc1[N+](=O)[O-]	-42.1%[inhibitor]	nt	nt	-0.7%	8.6%	1.6%	17.1%	4.6%
CCC(c1nnnn1Cc1ccco1)N(CCc1ccccc1)Cc1cc2cc(C)ccc2[nH]c1=O (stereo not given)	nt	-3.2%	?	?	-4.6%	?	25.1µM*	nt
O=C(/C=C/C=C/c1ccccc1)CC1(O)C(=O)N(CCc2ccccc2)c2ccccc21 (stereo not given)	-28.4%	-14.3%	?	?	-14.0%	-9.1%	?	5.3%
O=C(CSc1ccc2nnc(-c3ccccn3)n2n1)NCc1ccco1	-19.7%	?	8.9%	?	-0.4%	5.0%	?	0.5%
Cc1cccc(OCc2nnc(SCC(=O)Nc3cccc(C(=O)N4CCOCC4)c3)n2C)c1C	-9.1%	1.0%	?	-12.7%	-13.6%	6.5%	-5.3%	0.5%
CC1=NN(c2ccc(Cl)cc2)C(=O)/C1=C\c1cccn1-c1ccc(S(N)(=O)=O)cc1	-16.1%	?	-11.5%	7.08µM*	-4.6%	-1.6%	1.1%	0.7%
C=C(C)c1cccc(C(C)(C)NC(=O)N2CCCC(C)C2)c1 (stereo not given)	nt	-5.1%	-9.6%	5.1%	9.4%	-3.2%	0.1%	-0.6%
